Source: PubChem BioAssay
Tau fil binding = tau filament binding; recombinant tau filaments, thioflavin S fluorescence, 15 h; filaments grown with octadecylsulfate alongside compound; Potency, µM (doses to about 57.1 µM), for inactives: at the highest dose activity change, negative = inhibition; AID 596; P10636; hit rate 2% among 71,000;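 also: potency is read from the fitted curve at half-maximal effect; % is scaled to controls: 0 for no effect and ±100 for the full control effect; actives lower thioflavin S fluorescence by blocking filaments or displacing dye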
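His-tagged recombinant human tau (exons 2, 3 and 10 included), 1 uM, was induced to fibrillize by 30 uM sodium octadecylsulfate with compound present. After 15 h at 37 C, thioflavine S fluorescence (ex 450, em 510 nm) was read.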
BRCT PPI red = BRCT-phosphoprotein interaction inhibition (red fluorophore); BRCT-phosphopeptide binding, red fluorescence polarization; hit rate 0.03% among 75,000; Potency, µM (doses to about 76.9 µM), without a hit: at the highest dose activity change, negative = inhibition, usual class: inhibitors; P38398; AID 892; also: % is scaled to controls: 0 for no effect and ±100 for the full control effect
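Rhodamine-labelled pBACH1 10-mer (100 nM) bound to BRCT domain (100 nM) at pH 7.3; compounds incubated 12 min room temperature, polarization read. Free peptide defines full inhibition; unlabelled decapeptide titrated as control.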
HEK293 cAMP ctrl = counter-screen for TSHR agonists: cAMP increase in parental HEK293. parental HEK293 CNG cAMP sensor, membrane potential fluorescence. hit rate 2.5% among 73,000. Potency, µM (series often up to 57.1 µM), inactives show at the top dose activation, usual class: activators. AID 938; also: potency is read from the fitted curve at half-maximal effect; % of control where 0% means no effect; nearly all actives have a fitted effect of over 55% in size
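Counterscreen for endogenous-receptor signalling: CNG-channel HEK 293 cells report cAMP rise by membrane depolarization. After 60 min dye equilibration with 100 uM RO 20-1724, compounds incubated 30 min before bottom-read fluorescence at 590 nm.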
CRE-bla Fsk = modulators of forskolin-stimulated CRE signaling in CHO cells; CHO CRE-bla reporter (cAMP response element driving beta-lactamase), forskolin EC10, beta-lactamase ratio; Potency, µM (highest dose often 38.2 µM), for the others: at the highest dose activity change, negative = inhibition, hits mostly activators; hit rate 2.5% among 71,000; AID 662; active = well fitted activation curve with a large enough effect in the signal ratio, with a control signal flat, not every such curve was filed as active; inconclusive = small, poorly fitted or top-dose-only effect, or effect the other way, or a change in a side signal; the % refers to the signal ratio; also: potency is read from the fitted curve at half-maximal effect; % of control where 0% means no effect
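AC50 values, positive or negative, reflect shifts in EC10 NKH 477-induced CRE-bla reporter activity in CHO cells. Incubation lasted 3 h at 37 °C before CCF4 substrate (2 h, room temperature) and ratiometric 460/530 nm reading.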
BRCT PPI green = BRCA1 BRCT-phosphoprotein interaction inhibition. P38398. BRCA1 BRCT-phosphopeptide binding, green fluorescence polarization. Potency, µM (series often up to 76.9 µM), inactives show at the highest dose activity change, negative = inhibition, hits mostly inhibitors. hit rate 0.05% among 75,000;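 also: potency is read from the fitted curve at half-maximal effect; plate controls were peptide without protein for full effect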
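Fluorescence polarization: His-tagged BRCT (~35 kDa BRCA1 C-terminus, 250 nM) bound to 100 nM fluorescein-labeled phosphorylated 10-aa BACH1 peptide, pH 7.3 phosphate buffer with DTT and Tween 20. Compounds incubated 12 min at room temperature; inhibition read as lowered polarization.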
Caspase-1 inhib = blocks human caspase-1 allosterically or competitively. P29466. Caspase-1 enzyme, Ac-WEHD-AFC fluorogenic rate. Potency, µM (highest dose often 57.5 µM), without a hit: at the highest dose activity change, negative = inhibition, actives largely listed as inhibitors. hit rate 0.03% among 75,000;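 also: potency is read from the fitted curve at half-maximal effect; plate controls were vehicle for no effect and no substrate for full effect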
A350 autofl = compound fluoresces in the Alexa 350 spectral region | Compound autofluorescence, 340/450 nm, Alexa 350 dye-equivalents; stronger effect = higher value | max dye-equivalent concentration, M | hit rate 11% among 59,000; in the data active = max dye-equivalent concentration above about 10 nM; inconclusive = mostly about 1.1 nM to 9.6 nM
ERK AVP block = blocks ERK signaling stimulated by vasopressin. HEK293-V1b, vasopressin-stimulated pERK AlphaScreen. hit rate 0.99% among 72,000. AID 995. Potency, µM (titrated, usually from 57.5 µM), without a hit: top-dose activity, negative = inhibition, actives largely listed as inhibitors; also: potency is read from the fitted curve at half-maximal effect; % is scaled to controls: 0 for no effect and ±100 for the full control effect; nearly all actives have a fitted effect of over 55% in size
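Phosphorylated ERK1/2 detected via AlphaScreen bead proximity in lysates of V1b-expressing HEK293 cells given 25 nM vasopressin for 5 min after 30 min compound exposure (37 °C). AC50 from Hill equation; basal DMSO 0%, vasopressin 100%.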
Caspase-7 inhib = blocks human caspase-7 allosterically or competitively; Potency, µM (highest dose often 57.5 µM), inactives show top-dose activity change, negative = inhibition, actives largely listed as inhibitors; AID 889; hit rate 0.02% among 75,000; recombinant caspase-7, Ac-DEVD-AFC fluorescence rate; P55210; active = well fitted inhibition curve with a large enough effect in the main read-out, with a control signal flat, not every such curve was filed as active; inconclusive = small, poorly fitted or top-dose-only effect, or a change in a side signal; also: potency is read from the fitted curve at half-maximal effect; % of control where 0% means no effect
USP2a inh = USP2a (human) protease inhibition | USP2a enzymatic assay, qHTS inhibition | hit rate 0.1% among 60,000 | O75604 | Potency, µM (highest dose often 38.3 µM), without a hit: at the top dose activity change, negative = inhibition, actives largely listed as inhibitors | AID 927;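 also: potency is read from the fitted curve at half-maximal effect; nearly all actives have a fitted effect of over 60% in size; plate controls were DMSO for no effect and NEM full inhibition control for full effect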
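Coupled readout: USP2-cleaved Ub-PLA2 (20nM final) turns over NBD C6-HPC (20uM final), Ex 460nm/Em 535nm after 2.5 h, time-zero read flagging artifacts. Enzyme (20nM final, pH 8.0 Tris) given 30 min RT with compound first; NEM defines full inhibition.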
Luciferase inh = firefly luciferase inhibition. P08659. purified firefly luciferase, luminescence, 8 min. Potency, µM (top dose mostly 57.1 µM), without a hit: at the top dose activity change, negative = inhibition, hits mostly inhibitors. hit rate 2.2% among 72,000. AID 411; also: potency is read from the fitted curve at half-maximal effect; % is scaled to controls: 0 for no effect and ±100 for the full control effect; nearly all actives have a fitted effect of over 40% in size
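Here, luciferase activity is measured as luminescence following an 8 min room-temperature reaction at 10 uM ATP, pH 7.2. Every library sample is titrated.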
* marks the source's active call; other numbers are inactive results; & = joins results of further samples; [ ] = another dose, or the depositor's remark. Unless noted, calls follow the shape of the dose curve; as a rule, active = well fitted curve in the direction sought with a large enough effect; inconclusive = small, poorly fitted or top-dose-only effect, or another doubt; inactive = no such curve, though single readings can be large; an effect the other way counts as inactive or inconclusive.

Screening COc1ccc2c(c1OC)C(=O)OC2Nn1cncn1 (stereo unspecified) returned Tau fil binding 5%, BRCT PPI red -2.8%, HEK293 cAMP ctrl 5%, CRE-bla Fsk -6%, BRCT PPI green 0.3%, Caspase-1 inhib 1%, A350 autofl inactive, ERK AVP block 7%, Caspase-7 inhib -2%, USP2a inh -2% and Luciferase inh 2%.
For CCOC(=O)N1CCN(c2c(NCCCN(CC)Cc3ccccc3)c(=O)c2=O)CC1 the results were Tau fil binding 4%, BRCT PPI red -0.9%, HEK293 cAMP ctrl -5%, CRE-bla Fsk 13%, BRCT PPI green -2.4%, Caspase-1 inhib 3%, A350 autofl inactive, ERK AVP block 8%, Caspase-7 inhib -1%, USP2a inh 3% and Luciferase inh -2%.
For CCN(CC)S(=O)(=O)c1ccc(/C(O)=C2/C(=O)C(=O)N(CCOC)C2c2ccccc2)cc1 (stereo unspecified) the results were Tau fil binding -2%, BRCT PPI red 0.9%, HEK293 cAMP ctrl 4%, CRE-bla Fsk -7%, BRCT PPI green -5.7%, Caspase-1 inhib 0%, A350 autofl inactive, ERK AVP block -9%, Caspase-7 inhib -4%, USP2a inh 4% and Luciferase inh 2%.
`Cc1cccc(C)c1OCCOCCN1CCN(C)CC1` gave Tau fil binding -18%, BRCT PPI red 0.4%, HEK293 cAMP ctrl 9%, CRE-bla Fsk -1%, BRCT PPI green 0.1%, Caspase-1 inhib 1%, A350 autofl inactive, ERK AVP block -9%, Caspase-7 inhib 0%, USP2a inh -11% and Luciferase inh 1%.
COc1c2occc2c(OC)c2c(=O)cc(C)oc12 was read as Tau fil binding 3%[25.6 µM], BRCT PPI red 0.9%, HEK293 cAMP ctrl 1%[25.6 µM], CRE-bla Fsk 7.9µM*, BRCT PPI green -1.9%[3.08 µM], Caspase-1 inhib -1%, A350 autofl inactive, ERK AVP block inconclusive, Caspase-7 inhib 1%, USP2a inh -13% and Luciferase inh 2%&-3%[25.5 µM].
CCCN1Cc2cccc(C(=O)NCc3ccccc3)c2C1=O was read as Tau fil binding 4%, BRCT PPI red 0.2%, HEK293 cAMP ctrl 11%, CRE-bla Fsk inconclusive, BRCT PPI green 0.9%, Caspase-1 inhib 1%, A350 autofl inactive, ERK AVP block -4%, Caspase-7 inhib 0%, USP2a inh 7% and Luciferase inh 1%.
CCCCCc1nnc(NC(=O)Cc2cccs2)s1 was read as Tau fil binding inconclusive, BRCT PPI red -4.8%, HEK293 cAMP ctrl 1%, CRE-bla Fsk -2%, BRCT PPI green 1.8%, Caspase-1 inhib -3%, A350 autofl inconclusive, ERK AVP block -18%, Caspase-7 inhib -11%, USP2a inh -1% and Luciferase inh -2%.
`CCc1noc(C)c1C(=O)N1CCCC1` gave Tau fil binding -9%, BRCT PPI red 0.1%, HEK293 cAMP ctrl 8%, CRE-bla Fsk 1%, BRCT PPI green -0.8%, Caspase-1 inhib -1%, A350 autofl inconclusive, ERK AVP block -5%, Caspase-7 inhib 0%, USP2a inh -8% and Luciferase inh 3%.
For c1ccc(Cn2nnc3c(N4CCN(Cc5ccc6c(c5)OCO6)CC4)ncnc32)cc1 the results were Tau fil binding 20%, BRCT PPI red 0.6%, HEK293 cAMP ctrl inconclusive, CRE-bla Fsk -7%, BRCT PPI green -0.3%, Caspase-1 inhib 1%, A350 autofl inactive, ERK AVP block 2%, Caspase-7 inhib -4%, USP2a inh 22% and Luciferase inh 2%.
Screening CN(Cc1ccccc1)C(=O)c1cc(-c2ccc(Br)cc2)on1 returned Tau fil binding 10%, BRCT PPI red -0.4%, HEK293 cAMP ctrl 14%, CRE-bla Fsk inconclusive, BRCT PPI green 0.5%, Caspase-1 inhib -2%, A350 autofl inactive, ERK AVP block -26%, Caspase-7 inhib -2%, USP2a inh -24% and Luciferase inh 1%.
O=C(CCCOc1ccccc1)Nc1nnc(C2CCCO2)s1 (stereo unspecified) was read as Tau fil binding -3%, BRCT PPI red 0.6%, HEK293 cAMP ctrl 6%, CRE-bla Fsk -1%, BRCT PPI green 0.2%, Caspase-1 inhib -2%, A350 autofl inactive, ERK AVP block -5%, Caspase-7 inhib -2%, USP2a inh 38%[activator] and Luciferase inh 4%.
For Cc1ccc(NS(=O)(=O)c2cccc(C(=O)N3CCOCC3)c2)cc1 the results were Tau fil binding -5%, BRCT PPI red 0.7%, HEK293 cAMP ctrl 3%, CRE-bla Fsk inconclusive, BRCT PPI green -0.9%, Caspase-1 inhib 2%, A350 autofl inactive, ERK AVP block 6%, Caspase-7 inhib 0%, USP2a inh 3% and Luciferase inh 3%.
CCCCOc1c(Cl)cc(CNC(C)(C)CO)cc1OCC was read as Tau fil binding -2%, BRCT PPI red -0.3%, HEK293 cAMP ctrl 10%, CRE-bla Fsk -4%, BRCT PPI green 0.2%, Caspase-1 inhib 0%, A350 autofl inactive, ERK AVP block 11%, Caspase-7 inhib -1%, USP2a inh 4% and Luciferase inh 1%.
CCc1cc2c(=O)c(-c3nc4ccccc4n3C)c(C)oc2c(CN2CCN(CCO)CC2)c1O was read as BRCT PPI red -1.5%, HEK293 cAMP ctrl 2%, BRCT PPI green -0.6%, Caspase-1 inhib -1% and Caspase-7 inhib -4%.
For NCc1ccc(S(N)(=O)=O)cc1 the results were Tau fil binding -12%[25.6 µM], BRCT PPI red -0.9%, HEK293 cAMP ctrl -6%[25.6 µM], CRE-bla Fsk 3%[17.1 µM], BRCT PPI green -7.3%[3.08 µM], Caspase-1 inhib 0%, A350 autofl inactive, ERK AVP block 9%, Caspase-7 inhib -1%, USP2a inh -11% and Luciferase inh 0%&2%[25.5 µM].
CC(=O)c1ccc(NC(=O)N[C@@H](CC(C)C)C(=O)O)cc1 was read as Tau fil binding -1%, BRCT PPI red 0.2%, HEK293 cAMP ctrl -7%, CRE-bla Fsk 9%, BRCT PPI green 1.3%, Caspase-1 inhib -1%, A350 autofl inactive, ERK AVP block 1%, Caspase-7 inhib 0%, USP2a inh 1% and Luciferase inh 0%.
For Cc1cccc(-n2c(Cc3cc(=O)[nH]c(=O)[nH]3)nnc2SCC(=O)NCc2ccco2)c1 the results were Tau fil binding -4%, BRCT PPI red 0.8%, HEK293 cAMP ctrl 5%, CRE-bla Fsk inconclusive, BRCT PPI green -0.8%, Caspase-1 inhib -2%, A350 autofl inactive, ERK AVP block 29%, Caspase-7 inhib 1%, USP2a inh 9% and Luciferase inh 3%.
Screening COc1ccc2c(c1)OC1(O)COc3cc(OC)c(OC)cc3C1=C2 (stereo unspecified) returned BRCT PPI red 0.6%, BRCT PPI green -0.2%, Caspase-1 inhib 2%, ERK AVP block inconclusive, Caspase-7 inhib -1% and USP2a inh 24%.
`O=c1c(O)c(-c2ccccc2)oc2ccccc12` gave BRCT PPI red 0.7%, BRCT PPI green 3.6%, Caspase-1 inhib -3%, ERK AVP block inconclusive, Caspase-7 inhib -4% and USP2a inh 13%.
O=C(c1cc2ccccc2oc1=O)N1CCN(c2ccccn2)CC1 was read as Tau fil binding 5%, BRCT PPI red -0.7%, HEK293 cAMP ctrl 5%, CRE-bla Fsk -8%, BRCT PPI green -0.7%, Caspase-1 inhib 1%, A350 autofl inactive, ERK AVP block 12%, Caspase-7 inhib -1%, USP2a inh -7% and Luciferase inh 1%.
Screening Cc1ccc(OCc2nn3c(-c4n[nH]c5c4CCC5)nnc3s2)cc1 returned Tau fil binding 4%, BRCT PPI red -0.6%, HEK293 cAMP ctrl inconclusive, CRE-bla Fsk inconclusive, BRCT PPI green -0.3%, Caspase-1 inhib -2%, A350 autofl inactive, ERK AVP block 10%, Caspase-7 inhib -16%, USP2a inh 41%[activator] and Luciferase inh 2%.
For O=C(NCCSc1c[nH]c2ccccc12)c1ccc(Br)o1 the results were Tau fil binding 1%, BRCT PPI red -0.1%, HEK293 cAMP ctrl 7%, CRE-bla Fsk -14%, BRCT PPI green -0.4%, Caspase-1 inhib -5%, Caspase-7 inhib -1% and Luciferase inh -3%.
`COc1ccc(/C(O)=C(\C#N)c2nc3ccccc3n2C)cc1OC` gave Tau fil binding -14%, BRCT PPI red -0.3%, HEK293 cAMP ctrl inconclusive, CRE-bla Fsk 5µM*, BRCT PPI green -3.8%, Caspase-1 inhib 0%, A350 autofl inconclusive, ERK AVP block 4%, Caspase-7 inhib 1%, USP2a inh 9% and Luciferase inh 0%.
